GAA inhib: qHTS Assay for Inhibitors of Human alpha-Glucosidase as a Potential Chaperone Treatment of Pompe Disease; 0.005% of 200,000 active; Potency, µM (doses to about 76.9 µM), without a hit: at the top dose activity change, negative = inhibition, most hits filed as inhibitors; purified human GAA, 4-MU-alpha-glucoside fluorescence; AID 1466, 2008; Lysosomal alpha-glucosidase (Homo sapiens), P10253;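 also: plate controls were uninhibited enzyme wells for no effect and no-enzyme background for full effect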
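Enzyme (4 nM final) mixed with compound (up to 77 uM), then 4-MU-alpha-D-pyranoside (400 uM final) added; 20 min at room temperature, pH 5.0. Reaction stopped at pH 10, fluorescence read, AC50 derived by Hill fit.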
GAA glycogen: qHTS Assay for Inhibitors and Activators of Human alpha-Glucosidase Cleavage of Glycogen; AID 2100, 2009; 0.38% of 300,000 active; Potency, µM (series often up to 76.4 µM), without a hit: top-dose activity change, negative = inhibition, usual class: inhibitors; recombinant GAA, glycogen substrate, Amplex Red glucose oxidase fluorescence; Lysosomal alpha-glucosidase (Homo sapiens), P10253;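 also: 0% = full enzyme reaction and -100% = no-enzyme basal signal; the screen sought inhibitors and activators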
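Recombinant human alpha-glucosidase (4 nM final) hydrolysed bovine liver glycogen (30 ug) for 40 min at 37 C in pH 5.0 citrate/phosphate with 0.01% Tween-20. Released glucose detected by glucose oxidase/Amplex Red, Ex 573/Em 610 nm. Compounds up to 77 uM; AC50 from Hill fits.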
GAA spleen mod: qHTS Assay for Inhibitors and Activators of Human alpha-Glucosidase From Spleen Homogenate | Lysosomal alpha-glucosidase (Homo sapiens), P10253 | human spleen homogenate, 4-MU-alpha-glucoside fluorescence | Potency, µM (titrated, usually from 79.9 µM), for the others: at the highest dose activity change, negative = inhibition, actives largely listed as inhibitors | 0.006% of 240,000 active | AID 2112, 2009;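 also: 0% = enzyme with vehicle and -100% = no enzyme basal signal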
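Enzyme source: human spleen homogenate, 1 ug/well. Buffer 50 mM citric acid/K phosphate pH 5.0, 0.01% Tween-20. 4-MU-alpha-glucoside 1 mM; 37 C x 40 min; NaOH/glycine stop; fluorescence.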
aGal spleen mod: qHTS Assay for Inhibitors and Activators of Human alpha-Galactosidase From Spleen Homogenate; Alpha-galactosidase A (Homo sapiens), P06280; human spleen homogenate, 4MU-alpha-Gal fluorescence, 40 min; Potency, µM (series often up to 80 µM), without a hit: top-dose activity change, negative = inhibition, actives largely listed as inhibitors; 0.008% of 240,000 active; AID 2107, 2009;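 also: 0% = enzyme with vehicle and -100% = no enzyme basal signal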
Target sequence (P06280 32-429 limits assumed): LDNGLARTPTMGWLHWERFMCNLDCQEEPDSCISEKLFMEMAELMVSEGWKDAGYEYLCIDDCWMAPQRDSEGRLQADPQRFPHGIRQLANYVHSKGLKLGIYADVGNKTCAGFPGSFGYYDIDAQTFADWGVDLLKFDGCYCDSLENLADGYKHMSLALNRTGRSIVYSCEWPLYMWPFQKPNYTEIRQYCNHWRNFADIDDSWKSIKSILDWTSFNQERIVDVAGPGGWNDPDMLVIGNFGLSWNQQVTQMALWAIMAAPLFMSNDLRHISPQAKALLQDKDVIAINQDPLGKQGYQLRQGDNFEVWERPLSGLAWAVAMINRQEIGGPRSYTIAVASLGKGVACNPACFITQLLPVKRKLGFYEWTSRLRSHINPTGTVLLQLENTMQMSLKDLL
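Spleen homogenate 1 ug + cpd (titration) + 4-MU-alpha-D-galactopyranoside 1 mM; 37C 40 min; 50 mM citrate/phosphate pH 5.0, 0.01% Tween-20; stop pH 10; fluorescence 365/440; AC50 via Hill.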
HTT cytoprotect: qHTS Multiplex Assay to Identify Dual Action Probes in a Cell Model of Huntington: Cytoprotection (ATP); 0.14% of 230,000 active; PC12 HTT-Q103 induced, cytoprotection, ATP luminescence, 40 h; Potency, µM (highest dose often 56.4 µM), without a hit: cytoprotection (ATP increase), most hits filed as activators;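 also: % of control where 0% means no effect; nearly all actives have a fitted effect of over 45% in size; toxic huntingtin expression switched on by the ecdysone agonist tebufenozide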
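PC12 cells stably carrying ecdysone-inducible Htt exon 1 (Q103)–GFP were induced with 100 nM tebufenozide (final) alongside library compounds in a dose series. Cytoprotection was scored as retained ATP by ATPlite luminescence.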
Tau fluor counter: Counterscreen qHTS for Inhibitors of Tau Fibril Formation, Fluorescence Polarization; tau K18 P301L Alexa594 fluorescence, heparin fibrillization; Potency, µM (titrated, usually from 57.7 µM), for inactives: top-dose activity change, negative = decrease; 0.93% of 280,000 active; also: % is scaled to controls: 0 for no effect and ±100 for the full control effect; nearly all actives have a fitted effect of over 55% in size
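Human tau K18 P301L (15 uM unlabeled, 0.24 uM Alexa 594-labeled) in 100 mM sodium acetate pH 7 with 20 uM heparin, 6 hr at 37 C. ThT 30 uM added, 1 hr ambient; Alexa 594 FP and total fluorescence read at 555/632 nm.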
Tau fibril FP: qHTS for Inhibitors of Tau Fibril Formation, Fluorescence Polarization | Microtubule-associated protein tau (Homo sapiens), P10636 | K18 P301L tau heparin fibrillization, Alexa594 FP, 6 h | Potency, µM (titrated, usually from 57.7 µM), for the others: at the top dose activity, negative = inhibition, hits mostly inhibitors | 0.39% of 280,000 active | AID 1468, 2008; also: % is scaled to controls: 0 for no effect and ±100 for the full control effect; nearly all actives have a fitted effect of over 55% in size
Target sequence (P10636 561-689 P618L limits assumed): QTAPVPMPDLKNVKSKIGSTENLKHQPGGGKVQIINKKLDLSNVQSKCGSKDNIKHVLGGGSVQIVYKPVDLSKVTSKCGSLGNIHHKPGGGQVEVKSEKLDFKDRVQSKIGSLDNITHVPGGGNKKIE
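Compound effects on tau fibrillization are measured by Alexa 594 fluorescence polarization (ex 555, em 632 nm). K18 P301L tau is used at 15 uM with 0.24 uM labeled tracer, and 20 uM heparin induces aggregation over 6 hr at 37 C.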
Tau ThT inhib: qHTS for Inhibitors of Tau Fibril Formation, Thioflavin T Binding; Microtubule-associated protein tau (Homo sapiens), P10636; recombinant tau K18 P301L, heparin-induced fibrillization, ThT fluorescence; Potency, µM (doses to about 57.4 µM), for the others: top-dose activity, negative = inhibition, usual class: inhibitors; 2.1% of 270,000 active; AID 1460, 2008; also: % is scaled to controls: 0 for no effect and ±100 for the full control effect; nearly all actives have a fitted effect of over 55% in size
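Using a mix of unlabeled (15 uM) and Alexa 594-labeled (0.24 uM) tau K18 P301L, heparin-triggered fibrillization over 6 hr at 37 C was scored by ThT fluorescence.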
Starred values were filed as active, the others as inactive; u = inconclusive; x = no result given; [ ] = another dose, or the depositor's remark. Calls follow the shape of the dose curve; as a rule, active = well fitted curve in the direction sought with a large enough effect; inconclusive = small, poorly fitted or top-dose-only effect, or another doubt; inactive = no such curve, though single readings can be large; an effect the other way counts as inactive or inconclusive. Potency is read from the fitted curve at half-maximal effect. Not a hit list. About 3.3% of those tested had a hit in this group.

(1) CCCCc1c(C)nc2ccccc2c1SCCC#N
(2) CCCc1cc(C(=O)Nc2cc(C)nn2-c2ccccc2)no1
(3) CCOC(=O)N1CCN(C(=O)C2CCCN(S(=O)(=O)c3ccc(F)cc3)C2)CC1 (stereo not drawn)
(4) Cc1[nH]c2ccccc2c1C(=O)COC(=O)Cn1cnc2ccccc21
(5) COCc1cc(C)n(CC(=O)NC(C)c2ccccc2)c(=O)c1C#N (stereo not drawn)
(6) Cc1ccc(NC(=S)NCCCN2CCOCC2)cc1C

assay / entry,1,2,3,4,5,6
GAA inhib,-1%,u,-7%,3%,-2%,x
GAA glycogen,-7%,-9%,-2%,11%,1%,0%
GAA spleen mod,3%,5%,-5%,-1%,1%,6%
aGal spleen mod,-1%,8%,-2%,2%,9%,6%
HTT cytoprotect,-4%[10 µM],7%,3%,14%[10 µM],-14%,5%[10 µM]
Tau fluor counter,-7%,-8%,4%,-10%,-6%,-3%
Tau fibril FP,-1%,-2%,-10%,-1%,-6%,-3%
Tau ThT inhib,-16%,-5%,2%,-4%,1%,-1%

(7) Cc1ccc2nc(SCC(=O)Nc3nonc3N)[nH]c2c1
(8) C=CCn1c(=O)c2c(nc3n2CCN3c2cccc(Cl)c2C)n(C)c1=O
(9) CCOc1ccc(S(=O)(=O)N(CC(=O)NCCSCc2ccc(C)cc2)c2ccccc2)cc1
(10) Cc1ccc(SCCNC(=O)/C=C/c2ccc([N+](=O)[O-])cc2)cc1
(11) CC1(C)Cc2nc(-c3ccccc3)nc(SCC(=O)N3CCCC3)c2CO1
(12) O=C(OC1CCOC1=O)c1cccc(S(=O)(=O)N2CCc3ccccc3C2)c1 (stereo not drawn)

assay / entry,7,8,9,10,11,12
GAA inhib,u,3%,x,0%,-9%,-6%
GAA glycogen,18%,4%,4%[76.3 µM],1%,-8%,-3%
GAA spleen mod,5%,-5%,x,1%,13%,-2%
aGal spleen mod,-21%,9%,x,-4%,5%,1%
HTT cytoprotect,-1%,-18%[0.074 µM],x,22%[10 µM],17%[10 µM],-29%
Tau fluor counter,-1%,-6%,0%,u,9%,-12%
Tau fibril FP,-6%,8%,-13%,13%,4%,2%
Tau ThT inhib,1%,-7%,1%,u,-5%,-8%

(13) COc1ccc(-c2noc(C3CCCN(C(=O)Nc4ccccc4F)C3)n2)cc1 (stereo not drawn)
(14) CSc1cccc(NC(=S)NN(C)C)c1
(15) Cc1c(C(=O)O)nnn1-c1ccccc1
(16) COc1cccc(CN2CCN(Cc3nc(-c4cccs4)oc3C)CC2CCO)c1 (stereo not drawn)
(17) Cc1cccc(-n2c(=O)cc(N3CCN(c4ccc(F)cc4)CC3)[nH]c2=O)c1
(18) Cc1ccc(NC(=O)CCCSc2ccccc2)cc1S(=O)(=O)N1CCOCC1

assay / entry,13,14,15,16,17,18
GAA inhib,-11%,3%[15.4 µM],-1%,-8%,4%,u
GAA glycogen,-15%,u,-9%,11%,4%,-16%
GAA spleen mod,0%,-1%,-1%,-4%,1%,4%
aGal spleen mod,8%,-3%,3%,-1%,-2%,7%
HTT cytoprotect,11%[10 µM],14%[10 µM],-16%,-28%,8%[10 µM],x
Tau fluor counter,-19%,-13%,-4%,-7%,6%,-26%
Tau fibril FP,u,-13%,-6%,-2%,11%,-2%
Tau ThT inhib,u,-15%,-5%,-11%,-7%,8%

(19) O=C(Cc1ccc([N+](=O)[O-])cc1)NCc1ccccn1
(20) COc1cccc(NC(=O)Nc2ccc3c(c2)nnn3C)c1
(21) COC(=O)NC(C(=O)OC)(C(=O)OC)c1ccccc1
(22) S=c1[nH]nc(-c2ccncc2)n1/N=C/c1cccc(Cl)c1
(23) CCOc1cc(CC(=O)N[C@@H](CC(C)C)c2ccccc2N2CCCCC2)ccc1C(=O)O
(24) CC(C)CNS(=O)(=O)c1ccc(CCC(=O)NCc2ccncc2)cc1

assay / entry,19,20,21,22,23,24
GAA inhib,0%,4%,x,x,-6%[15.4 µM],-6%
GAA glycogen,1%,0%,x,1%,-9%,-2%
GAA spleen mod,-2%,-2%,10%,-4%,1%,4%
aGal spleen mod,-3%,4%,7%,4%,5%,-6%
HTT cytoprotect,20%[10 µM],-8%[10 µM],-16%,-22%[10 µM],-6%[40.3 µM],-4%[10 µM]
Tau fluor counter,5%,-6%,4%,-6%,-3%,-9%
Tau fibril FP,8%,3%,11%,4%,-9%,-5%
Tau ThT inhib,-5%,u,7%,x,-8%,-3%

(25) CCCCCN(C(=O)COC(=O)c1ccc(Br)o1)c1c(N)n(CCCC)c(=O)[nH]c1=O
(26) COC(=O)c1cc(CN2CCN(c3ccccc3C)CC2)ccc1O
(27) O=C(O)c1ccccc1NS(=O)(=O)c1ccc(NNC(=S)Nc2ccc(OC(F)F)cc2)c([N+](=O)[O-])c1
(28) CCC(=O)NC(=S)Nc1ccc(NC(=O)c2ccc(Br)o2)cc1
(29) CN(C)c1ccc(CNC(=O)C2CCN(S(=O)(=O)c3ccc4c(c3)CCC(=O)N4)CC2)cc1
(30) Cc1ccccc1OCC(=O)OC(C(=O)c1ccccc1)c1ccccc1 (stereo not drawn)

assay / entry,25,26,27,28,29,30
GAA inhib,1%,-2%,u,-1%,-10%,0%
GAA glycogen,8%,-6%,u,-9%,18%,6%
GAA spleen mod,-4%,-5%,-24%,5%,-3%,1%
aGal spleen mod,2%,-2%,-3%,1%,5%,-2%
HTT cytoprotect,-2%,0%,-41%[inhibitor],-2%,-6%,19%[10 µM]
Tau fluor counter,-13%,-15%,10µM*[quencher],-7%,-17%,-11%
Tau fibril FP,2%,-3%,25µM*,-7%,4%,-7%
Tau ThT inhib,-10%,-14%,7.1µM*,u,-17%,1%

Entries of single compounds from above. Order of values: GAA inhib	GAA glycogen	GAA spleen mod	aGal spleen mod	HTT cytoprotect	Tau fluor counter	Tau fibril FP	Tau ThT inhib
CCCCCN(C(=O)COC(=O)c1ccc(Br)o1)c1c(N)n(CCCC)c(=O)[nH]c1=O reads 1%	8%	-4%	2%	-2%	-13%	2%	-10%
CN(C)c1ccc(CNC(=O)C2CCN(S(=O)(=O)c3ccc4c(c3)CCC(=O)N4)CC2)cc1 reads -10%	18%	-3%	5%	-6%	-17%	4%	-17%
Cc1ccccc1OCC(=O)OC(C(=O)c1ccccc1)c1ccccc1 (stereo not drawn) reads 0%	6%	1%	-2%	19%[10 µM]	-11%	-7%	1%
CCC(=O)NC(=S)Nc1ccc(NC(=O)c2ccc(Br)o2)cc1 reads -1%	-9%	5%	1%	-2%	-7%	-7%	u

Next section:
(31) Cc1cc(C)nc(SCSc2nc(C)cc(C)n2)n1
(32) Cc1cccc(/C(N)=N/OC(=O)C23CC4CC(CC(C4)C2)C3)c1
(33) COc1ccc(-c2cc3ccccc3n2CC(O)CN2CCCCC2)cc1 (stereo not drawn)
(34) O=C(COC(=O)/C=C/c1ccco1)Nc1ccccc1
(35) COc1ccc(/C=N/NC(=O)CN2CCCCCCC2)c(C)c1C
(36) CC(C)COc1ccc(N)cc1OCC(C)C

assay / entry,31,32,33,34,35,36
GAA inhib,-9%,-2%,x,-3%,x,13%
GAA glycogen,1%,10%,-6%,2%,-9%,u
GAA spleen mod,2%,-2%,1%,6%,-7%,-3%
aGal spleen mod,8%,-8%,4%,5%,-5%,-6%
HTT cytoprotect,16%,x,-11%[10 µM],-5%,-7%[10 µM],-29%
Tau fluor counter,5%,-9%,-6%,-2%,-3%,-29%
Tau fibril FP,-1%,-3%,4%,3%,-3%,9%
Tau ThT inhib,-4%,-8%,x,-13%,x,-4%

(37) CCC(SC1=Nc2ccccc2C2=NC(CC(C)C)C(=O)N12)C(=O)Nc1ccc2c(c1)OCO2 (stereo not drawn)
(38) CC(=O)NCCNC(=O)c1ccc(CSc2ccc(Cl)cc2)cc1
(39) N#Cc1ccc(-c2csc(-c3ccno3)n2)cc1
(40) CC(=O)c1cccc(OCCN2C(=O)NC(C)(C)C2=O)c1
(41) C#CCOCCOCCOCCNc1nc(N2CCN(C(=O)[C@H](Cc3cc4ccccc4[nH]3)n3cc([C@@H](N)C(C)CC)nn3)CC2)nc(N2CCN(C(=O)[C@H](Cc3cc4ccccc4[nH]3)n3cc([C@@H](N)CC(C)C)nn3)CC2)n1 (stereo partly drawn)
(42) COc1cccc(C(=O)Nc2c(C(N)=O)oc3ccccc23)c1
(43) CCC(=O)Nc1c(C#N)c2nc3ccccc3nc2n1-c1ccccc1C
(44) O=C(CSc1nnc2c(n1)[nH]c1ccc(F)cc12)N1CCOCC1
(45) O=c1[nH]c2ccccc2c(O)c1Cc1ccccc1

assay / entry,37,38,39,40,41,42,43,44,45
GAA inhib,-3%,0%,x,-2%,x,0%,u,-4%,10%
GAA glycogen,-20%,6%,4%,9%,-25%,-5%,0%,2%,-4%
GAA spleen mod,-9%,-6%,-1%,1%,-12%,-2%,2%,0%,-8%
aGal spleen mod,0%,-10%,1%,4%,-10%,1%,26%,11%,7%
HTT cytoprotect,-13%,-46%[inhibitor],16%[10 µM],5%,5%[10 µM],-13%,-20%[0.074 µM],-27%,5%[10 µM]
Tau fluor counter,u,2%,-11%,-1%,-9%,-21%,-4%,4%,2%
Tau fibril FP,-6%,-4%,1%,-11%,-9%,-9%,-2%,5%,9%
Tau ThT inhib,u,-5%,-6%,6%,u,-8%,-3%,-5%,-6%
